HT1080 cytotoxicity = cytotoxicity in HT1080 fibrosarcoma cells, cell-based, fluorescence readout (AID 620) | hit rate 0.42% among 87,000 | cytotoxicity, % at 10 µM; hits with a dose series show EC50 in µM | HT1080 viability, fluorescence; higher % means a stronger effect; in the data active = cytotoxicity above about 50%;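 note: cells exposed to compound overnight then 4 h with Alamar Blue; 0% = vehicle DMSO and 100% = killing control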
* hit, by the source's call. An excerpt. The share of hits here may be higher or lower than overall.

| smiles | HT1080 cytotoxicity |
| --- | --- |
| Cc1c(C(=O)Nc2nccs2)sc2nc(-c3cccs3)cc(C(F)(F)F)c12 | -8% |
| CCC(=O)N1N=C(c2ccc(NS(C)(=O)=O)cc2)CC1c1ccc(C)cc1 (centres undefined) | 13% |
| Cc1nc(-c2ccccc2)nc2[nH]c(-c3ccccc3)cc(=O)c12 | 3% |
| COc1cccc(-c2nnn(CC(=O)Nc3cc(OC)c(NC(=O)c4ccco4)cc3OC)n2)c1 | -10% |
| O=C(c1nn(Cc2ccccc2)c(=O)c2ccccc12)N1CCN(C/C=C/c2ccccc2)CC1 | 0% |
| CCCN(CCC)C(=O)CSc1nc2ccsc2c(=O)n1NC(=O)c1ccccc1 | 32% |
| CC(C)(C)Cc1nc(-c2ccc(Cl)cc2)no1 | -17% |
| Cc1ccc2[nH]c3c(c2c1)CN(C)CC3 | 12% |
| COC(=O)[C@@]1(Cc2ccc(OC)cc2)[C@H]2c3cc(C(=O)N4CCCC4)n(CCc4c[nH]c5ccccc45)c3C[C@H]2CN1C(=O)c1ccccc1 | -7% |
| Cc1cc(OCC(=O)Nc2ccc(N3CCCC3)cc2)cc(C)c1Cl | -9% |
| Cc1cc2nc3c(nc2cc1C)C1(C(=O)N(C)C)CCC3(C)C1(C)C (centres undefined) | -16% |
| COc1ccc(Cl)cc1N1Cc2ccccc2C1 | 3% |
| CCOc1ccc(CCNC(=O)COC(=O)c2cccnc2OCC)cc1OCC | -12% |
| COc1ccc(CNCc2cc3c(C(C)(C)C)nn(-c4ccccc4)c3[nH]c2=O)cc1 | -1% |
| O=C1CC(N2CCN(c3ccccn3)CC2)C(=O)N1CC(c1ccccc1)c1ccccc1 (centres undefined) | -1% |
| Cc1cc([N+](=O)[O-])ccc1NC(=S)NC(=O)C(c1ccccc1)c1ccccc1 | 2% |
| Cc1ccc(NC(=O)NCc2ccc3c(c2)OCO3)cc1 | -4% |
| CCO/N=C(/C)c1c(O)c(C)c(-c2ccccc2)n(-c2ccccc2)c1=O | -18% |
| C/C(=N\NS(=O)(=O)c1ccc(Br)cc1)c1cccs1 | -7% |
| CCCOc1ccc(Oc2cc(C)nc(SC)n2)nn1 | 0% |
| CCN(CC)S(=O)(=O)c1ccc(-c2nnc(SCC(=O)Nc3cc(OC)cc(OC)c3)o2)cc1 | 25% |
| O=C(Nc1nn[nH]n1)C12CC3CC(CC(C3)C1)C2 | -10% |
| c1coc(CN(Cc2ccco2)c2ncnc3c2oc2ccccc23)c1 | 0% |
| CCOC(=O)c1nnn(-c2nonc2N)c1-c1ccc(C)cc1 | -6% |
| COc1ccc(N/N=C2/CCCCC2=O)cc1 | -5% |
| Cc1cc(C)c(C#N)c(SCc2cc3c(cc2Cl)OCO3)n1 | -19% |
| COCCN1Cc2cccc(C(=O)NC(C)c3cccs3)c2C1=O (centres undefined) | 4% |
| Cc1ccc(C(=O)Nc2nc3nc(-c4ccccc4)cc(=O)n3[nH]2)cc1 | -12% |
| COC(=O)C1(Cc2ccccc2)C2c3cc(C(=O)N4CCCC4)n(Cc4ccc(OC(F)(F)F)cc4)c3CC2CN1C(=O)c1ccccc1 (centres undefined) | -16% |
| CC(CN1CCOCC1)OC(=O)C(c1ccccc1)c1ccccc1 (centres undefined) | 8% |
| Cc1ccccc1-c1noc(CCC(=O)NCC2CCCO2)n1 (centres undefined) | -7% |
| CCNCc1cc(Br)c(OCC(=O)Nc2ccccc2)c(OC)c1 | 0% |
| CCN(CC)S(=O)(=O)c1ccc(C(=O)Nc2cc(C)cc(C)c2)cc1 | -22% |
| CSc1nc(N)nc(SCC(=O)C(C)(C)C)c1C#N | -12% |
| FC(F)Sc1ccc(NC(=S)NC2CCCCC2)cc1 | 5% |
| CCN(CC)CC(=O)Nc1nn(-c2ccccc2)nc1C(N)=O | -4% |
| CCCC(=O)C1=C(O)C(C(=O)OC)C(C)(C)CC1=NC(C)C (centres undefined) | 6% |
| O=C(Nc1ccc(Cl)cn1)c1cccc(S(=O)(=O)N2CCOCC2)c1 | 25% |
| O=C(CSCc1ccc([N+](=O)[O-])cc1)NN=C1CCCCCC1 | -1% |
| CCOC(=O)c1sc2nccc(N(C)C)c2c1N=CNOCc1c(F)cccc1Cl | 26% |

3 records picked at random from the list so far, as already listed:
| smiles | HT1080 cytotoxicity |
| --- | --- |
| Cc1ccccc1-c1noc(CCC(=O)NCC2CCCO2)n1 (centres undefined) | -7% |
| CCN(CC)S(=O)(=O)c1ccc(C(=O)Nc2cc(C)cc(C)c2)cc1 | -22% |
| CCN(CC)CC(=O)Nc1nn(-c2ccccc2)nc1C(N)=O | -4% |

Other entries:
| smiles | HT1080 cytotoxicity |
| --- | --- |
| Cc1[nH]n(-c2ccc(Cl)cc2)c(=O)c1/C=N/n1c(C)nc2ccccc2c1=O | 8% |
| COC(=O)[C@@]1(Cc2ccc(OC)cc2)[C@H]2c3cc(C(=O)N4CCCC4)n(Cc4ccc(S(C)(=O)=O)cc4)c3C[C@H]2CN1C(=O)c1ccccc1 | -19% |
| CN(/N=C/c1cccnc1)c1cnn(-c2ccc(F)c(Cl)c2)c(=O)c1Cl | 4% |
| O=C(NCc1ccccc1)c1ccc(CS(=O)(=O)c2ccccc2)o1 | 22% |
| Cc1cccc(C)c1NC(=O)c1ccc(-c2ccc(Cl)cc2Cl)o1 | -16% |
| Cc1cccc(C)c1OCC(O)CNC(C)C (centres undefined) | -7% |
| O=C1C2N=NN(CC(=O)N3N=C(c4cccc5ccccc45)CC3c3ccccc3)C2C(=O)N1c1ccccc1 (centres undefined) | -6% |
| COC(=O)Cc1nnc(NC(=O)C(C)C)s1 | -5% |
| COc1ccc(CNc2ccccc2SC)cc1OC | -16% |
| CC(C)C[C@H](NS(=O)(=O)c1ccc(Br)cc1)C(=O)O | 11% |
| COC(=O)c1ccc(C(/C=C/[C@@H](C)C(=O)NCc2cc(C)n(C)n2)NC(=O)OCc2ccccc2)cc1 (some centres undefined) | -2% |
| COc1ccc(-c2cn(-c3ccc(C)cc3)c(=O)n2CC(=O)Nc2cccc(F)c2)cc1 | -3% |
| Cc1ccc(NC(=O)CSc2nccn2Cc2ccccc2)cc1C | -8% |
| Cc1ccc(-n2cccc2/C=N/n2cnnc2)cc1Cl | 8% |
| Nc1nnc(CCS(=O)(=O)c2ccc(Cl)cc2)s1 | 8% |
| COc1cc(/C=N/Nc2snc(SC)c2C#N)cc(OC)c1OC | -10% |
| O=C(Nc1ccc(N2CCOCC2)cc1)c1ccncc1 | -3% |
| CCCOc1ccc(CC(=O)NCC2(c3ccccc3)CCOCC2)cc1OC | -7% |
| CCNCCC(=O)N1c2ccccc2Sc2ccc(NC(=O)OCC)cc21 | -4% |
| COc1ccc(/C(O)=C2/C(=O)C(=O)N(CC3CCCO3)C2c2cccc(O)c2)cc1 (centres undefined) | -21% |
| CCCCOC(=O)CNc1n[nH]c(=S)[nH]c1=O | -10% |
| CCCN(Cc1ccc(N(C)C)cc1)CC1CC1 | -3% |
| O=C(c1cnn2c1NC(c1ccc(Br)cc1)CC2C(F)(F)F)N1CCN(C23CC4CC(CC(C4)C2)C3)CC1 (centres undefined) | -2% |
| COc1cc(S(=O)(=O)NCc2cccnc2)c(OC)cc1Br | -4% |
| CCc1nc(SCC(=O)O)c(C#N)cc1C | -6% |
| O=C(CSc1nc2ccccc2c(=O)n1-c1cccc(C(F)(F)F)c1)NC1CC1 | 3% |
| Cc1ccccc1N=C/C=C1/C=C(c2ccccc2)OC(C)(C)O1 | -3% |
| CC1(C)CC(=O)C(C=Nc2cccc(/N=C/C3=C(O)CC(C)(C)CC3=O)n2)=C(O)C1 | 7% |
| CCOc1cc(/C=C2/NC(=O)N(Cc3ccccc3F)C2=O)ccc1O | -9% |
| Cc1ccc(N/C=C/C(=O)c2ccc(C)cc2)cc1 | -9% |
| Fc1ccc(Cn2cnc3ccccc32)cc1 | -17% |
| COC(=O)COc1ccc(S(=O)(=O)N2CCN(c3ccc(F)cc3)CC2)cc1 | -2% |
| O=C(COc1ccc(Cl)cc1)N1CCN(c2cccc(C(F)(F)F)c2)CC1 | -15% |
| CN(C(=O)Cc1ccccc1)n1cnnc1 | 2% |
| O=C(c1ccc(S(=O)(=O)N2CCOCC2)cc1)N1CCN(C2=NS(=O)(=O)c3ccccc32)CC1 | -8% |
| O=C(O)CSc1nccn1-c1cccc(Cl)c1 | 0% |
| O=C(CN1C(=O)C(=O)c2ccccc21)NC1CCCCC1 | -137% |
| Cc1ccc(-c2nc(SCC(=O)NCCN3C(=O)CSC3=O)[nH]c2-c2ccc(C)cc2)cc1 | 20% |
| CCOC(=O)C1=C(C)N(CCCC(=O)O)C(=O)NC1c1ccc2c(c1)OCO2 (centres undefined) | -19% |
| Cc1sc(NC(=O)C2CCCCC2C(=O)O)c(C(N)=O)c1C (centres undefined) | 17% |

Overlap with the part before: 4 compounds; new compounds follow.
| smiles | HT1080 cytotoxicity |
| --- | --- |
| O=C(CN1C(=O)C(=O)c2ccccc21)NC1CCCCC1 | -137% |
| Cc1ccc(-c2nc(SCC(=O)NCCN3C(=O)CSC3=O)[nH]c2-c2ccc(C)cc2)cc1 | 20% |
| CCOC(=O)C1=C(C)N(CCCC(=O)O)C(=O)NC1c1ccc2c(c1)OCO2 (centres undefined) | -19% |
| Cc1sc(NC(=O)C2CCCCC2C(=O)O)c(C(N)=O)c1C (centres undefined) | 17% |
| Cc1ccc(NC(=O)c2ccco2)c(NC(=O)Cc2cccs2)c1 | 19% |
| CN(C)CCOC(=O)C12CC3CC(CC(C3)C1)C2 | -6% |
| Cc1cc(C)cc(NS(=O)(=O)c2ccc3c(c2)c(=O)n(C)c(=O)n3C)c1 | 26% |
| Cc1ccccc1N/C(=C(/C(Cl)=C(Cl)Cl)[N+](=O)[O-])n1nnc2ccccc21 | 5% |
| CCC(=O)Nc1ccc(N2CCCCC2)cc1 | 9% |
| Cc1cccc(OCc2nnc(NC(=O)c3cccs3)s2)c1 | -6% |
| Cc1cc(NC(=O)c2nn3cccnc3c2Cl)no1 | 20% |
| CCN(CCNC(=O)CN(C)S(=O)(=O)c1cccc2nsnc12)c1ccccc1 | -14% |
| COc1cc(-c2nc(-c3ccc4c(c3)-c3ccccc3S4(=O)=O)c(-c3ccccc3)[nH]2)cc(OC)c1O | 6% |
| CC(C)Cn1c(-c2ccccc2)nc(=S)c2c1CCCC2 | 14% |
| Cc1cccc(C)c1NC(=S)N1CCC(N(C)CC2CCCO2)CC1 (centres undefined) | -6% |
| CCCNC(=O)CSc1nnc(C)s1 | -14% |
| Cc1nn2c3c(cnc2c1-c1ccccc1)C(=O)CC(c1ccccc1)C3 (centres undefined) | -10% |
| CC1=C/C(=N\OS(=O)(=O)c2ccccc2)C=CC1=O | 36% |
| CC1(C)Cc2c(sc3nc(SCC(=O)NCc4ccccc4)n(-c4ccccc4)c(=O)c23)CS1 | -3% |
| CCC(=O)Nc1nnc(CCc2ccccc2)s1 | 5% |
| O=C(Nc1ccccc1)c1ccc(N2CCN(c3ccccc3)CC2)c(S(=O)(=O)N2CCOCC2)c1 | 5% |
| CC1CCN(C(=O)c2cc(F)c(F)cc2Cl)CC1 | 35% |
| CC1(C)C(=O)OC(c2cccs2)C2(CCCCC2)C1=O (centres undefined) | -10% |
| CSc1nc(C)cc(C)c1C#N | -3% |
| Cc1cc(NCCCn2ccnc2)n2ncc(-c3ccc(Cl)cc3)c2n1 | 35µM* |
| Cc1nn(Cc2ccccc2)c2c1C(c1cccnc1)C(C#N)=C(N)O2 (centres undefined) | -6% |
| Nc1nnc(SCC(=O)Nc2ccc3c(c2)OCCO3)s1 | -3% |
| Cc1ccccc1C(=O)NCCSc1ccccc1 | 0% |
| O=C(Nc1ccc(S(=O)(=O)N2CCN(c3ccccc3)CC2)cc1)c1cccs1 | -24% |
| CCC(C)NC(=O)c1csc2c1CCCCC2 (centres undefined) | 2% |
| Cc1nc(-n2ncc(C#N)c2N)c2c3c(sc2n1)CCC3 | 13% |

In a second layout: entries from further up.
> Cc1cc(NCCCn2ccnc2)n2ncc(-c3ccc(Cl)cc3)c2n1
  HT1080 cytotoxicity: 35µM*

> Cc1nn(Cc2ccccc2)c2c1C(c1cccnc1)C(C#N)=C(N)O2 (centres undefined)
  HT1080 cytotoxicity: -6%

> Nc1nnc(SCC(=O)Nc2ccc3c(c2)OCCO3)s1
  HT1080 cytotoxicity: -3%

Bioassay records from PubChem BioAssay.
